Screening results: PubChem BioAssay, National Center for Advancing Translational Sciences (NCATS)
FBPA coupling cs = coupling enzyme interference in Giardia aldolase counter-screen. AID 2472. 0.67% of 290,000 active. coupling enzyme system counterscreen, AmpLite Red fluorescence. activity change, negative = inhibition, % at 58.2 µM, hits read low; in the data active = activity change below about -30%; also: % is scaled to controls: 0 for no effect and ±100 for the full control effect
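Final compound at 57.5 uM, incubated 10 min at RT with coupling enzyme reagent (glyceraldehyde-3-phosphate), then 20 min with substrate and AmpLite Red detection. Fluorescence read at 525/598 nm; tests interference with the coupling assay, not aldolase inhibition.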
Menin-MLL TR inh = inhibitors of human menin-MLL interaction, mutant MLL peptide; O00255; Menin + Texas Red MLL mutant peptide, fluorescence polarization; Potency, µM (series often up to 61.6 µM), inactives show top-dose FP activity change, negative = inhibition, usual class: inhibitors; 0.23% of 270,000 active; active = well fitted inhibition curve with a large enough effect in the polarisation, with a control signal flat, not every such curve was filed as active; inconclusive = small, poorly fitted or top-dose-only effect, or effect the other way, or a change in a side signal; inactive = no such curve, though single readings can be large or run the other way; the % refers to the polarisation; also: potency is read from the fitted curve at half-maximal effect; % of control where 0% means no effect; many of its hits are not listed in these tables
Target sequence (O00255 whole entry, looked up): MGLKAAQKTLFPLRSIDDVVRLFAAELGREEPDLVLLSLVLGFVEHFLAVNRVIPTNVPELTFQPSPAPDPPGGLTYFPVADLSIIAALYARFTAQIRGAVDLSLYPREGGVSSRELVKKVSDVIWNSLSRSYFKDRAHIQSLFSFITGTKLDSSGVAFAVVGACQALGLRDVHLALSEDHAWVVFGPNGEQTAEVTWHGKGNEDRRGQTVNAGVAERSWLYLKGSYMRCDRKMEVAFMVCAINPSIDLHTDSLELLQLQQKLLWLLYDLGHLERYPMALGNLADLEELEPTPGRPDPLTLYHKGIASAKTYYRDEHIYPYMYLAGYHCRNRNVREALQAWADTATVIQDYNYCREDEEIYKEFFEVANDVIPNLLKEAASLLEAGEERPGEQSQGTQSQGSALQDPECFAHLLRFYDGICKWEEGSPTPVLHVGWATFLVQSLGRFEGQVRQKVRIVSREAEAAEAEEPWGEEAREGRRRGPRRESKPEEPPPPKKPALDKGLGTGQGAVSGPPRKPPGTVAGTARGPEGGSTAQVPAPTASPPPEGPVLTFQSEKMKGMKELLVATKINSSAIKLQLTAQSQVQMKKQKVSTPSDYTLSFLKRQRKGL
Active calls of the source: *; & = joins results of further samples; [ ] = another dose, or the depositor's remark.

For c1cc2cc(c1)C[n+]1ccc(c3ccccc31)NCc1ccc(cc1)CNc1cc[n+](c3ccccc13)C2 the results were FBPA coupling cs 1.1.
For Cl.Cl.Cl.Cl.Cl.Cl.N.N.N.N.NNNNN.NNNNN.O.O.[Ru].[Ru].[Ru] the results were FBPA coupling cs -18.4 and Menin-MLL TR inh inconclusive.
`COC1C(O)C(C)O[C@@H](OC2CC[C@@]3(C)C4CC[C@]5(C)C(C6=CC(=O)OC6)CC[C@@]5(O)C4CC[C@@H]3C2)C1O` (some centres undefined) gave FBPA coupling cs 3.8 and Menin-MLL TR inh -0.2%.
For CN(C)CCN(C)CCc1ccc(Cl)c(Cl)c1 the results were FBPA coupling cs 3.1 and Menin-MLL TR inh 3.4%[24.8 µM].
Screening c1cnc(N2CC[C@@]3(CCCNC3)C2)nc1 returned FBPA coupling cs 2.5 and Menin-MLL TR inh -3.9%.
`COC(=O)[C@H]1[C@H](c2ccccc2)C(=O)[C@@]2(O)c3ccccc3O[C@@]12c1ccccc1` gave FBPA coupling cs 0.4 and Menin-MLL TR inh -11.4%[11.7 µM].
Screening CCCCCCCCc1[se]c2ccccc2c1[Se]c1ccccc1 returned FBPA coupling cs 4.0 and Menin-MLL TR inh 10.1%.
`CC[C@@]1(O)C(=O)OCc2c1cc1n(c2=O)-c2cc3ccccc3nc2C1` gave FBPA coupling cs -3.8&1.9 and Menin-MLL TR inh -2.9%&3.6%.
CC(C)n1cnc2c(C(=O)N[C@H]3CN4CCC3CC4)cc(Cl)cc21 was read as FBPA coupling cs 4.0 and Menin-MLL TR inh -0.1%[24.8 µM].
For O=c1ccc2cc(OC3OC(CO)C(O)C(O)C3O)c(O)cc2o1 (centres undefined) the results were FBPA coupling cs 9.3 and Menin-MLL TR inh -8.0%[24.8 µM].
For CC/C=C\C/C=C\C/C=C\C/C=C\C/C=C\CCCC(=O)NC(C)C(=O)O (centres undefined) the results were FBPA coupling cs -0.1 and Menin-MLL TR inh -0.1%.
For N#Cc1ccc(CN2CC[C@@]3(CCCNC3)C2)cc1 the results were FBPA coupling cs -1.2 and Menin-MLL TR inh -16.3%.
N[C@@]1(C(=O)O)CC[C@H](C(=O)O)C1 was read as FBPA coupling cs -0.1&4.4&3.1 and Menin-MLL TR inh 3.2%&13.4%&-14.4%[24.8 µM].
Cc1c(C(=O)c2cccc3ccccc23)c2cccc3c2n1[C@@H](CN1CCOCC1)CO3 was read as FBPA coupling cs 0.8 and Menin-MLL TR inh 27.7%.
CCCN(C/C=C\I)[C@@H]1CCc2ccc(O)cc2C1 was read as FBPA coupling cs 4.3 and Menin-MLL TR inh 6.9%[24.8 µM].
`c1csc(CN2CC3(CCNCC3)C2)n1` gave FBPA coupling cs 0.1 and Menin-MLL TR inh 1.6%.
Screening CCCCCCCCCC[n+]1cccc([C@@H]2CCCN2C)c1 returned FBPA coupling cs -2.5 and Menin-MLL TR inh -24.4%.
`COC1=CC(=O)O[C@@H](/C=C\c2ccccc2)C1` gave FBPA coupling cs -1.5 and Menin-MLL TR inh -7.2%[24.8 µM].
`N#Cc1c(Cl)cccc1Cl` gave FBPA coupling cs 2.4 and Menin-MLL TR inh 4.4%.
For C=C[C@H]1CN2CC[C@@H]1C[C@H]2[C@@H](O)c1ccnc2ccccc12 the results were FBPA coupling cs -0.9&1.7 and Menin-MLL TR inh -13.8%&4.8%[24.8 µM].
For CC(C)NC(=O)N1CCC2(CC1)CCN(C(=O)Oc1ccccc1)CC2 the results were FBPA coupling cs -1.5 and Menin-MLL TR inh 0.6%.
`CN(C)C1CSSSC1` gave FBPA coupling cs -0.3 and Menin-MLL TR inh 2.0%.
For c1ccc(CN2CCC3(CCNCC3)CC2)cc1 the results were FBPA coupling cs 3.0 and Menin-MLL TR inh inconclusive.
`CCCCC[C@@H](/C=C/C=C\CCCCCCCCCC(=O)O)OO` gave FBPA coupling cs 2.9 and Menin-MLL TR inh -14.3%.
`COC(=O)C1C(c2ccccc2)C2C(=O)c3c(OC)cc(OC)cc3O[C@@]12c1ccc(OC)cc1` (some centres undefined) gave FBPA coupling cs 0.1 and Menin-MLL TR inh 3.1%[11.7 µM].
Screening CCOP(=S)(OCC)SCSc1ccc(Cl)cc1 returned FBPA coupling cs -7.1 and Menin-MLL TR inh 39.2%[activator].
Screening CC(C)(C)OC(=O)N1CC[C@H]1COc1cnc[c]([Sn]([CH3])([CH3])[CH3])c1 returned FBPA coupling cs 1.8 and Menin-MLL TR inh -12.8%[11.7 µM].
C[C@H]1CC[C@@]2(NC1)O[C@@H]1C[C@H]3[C@@H]4CC=C5C[C@@H](O)CC[C@]5(C)[C@@H]4CC[C@]3(C)[C@@H]1[C@@H]2C was read as FBPA coupling cs 2.1 and Menin-MLL TR inh 0.3%[24.8 µM].
Screening C=C1[C@@H](O)C2C=CC[C@H](C)C(=O)[C@@](C)(O)C=C[C@@H](OC(C)=O)[C@@]23C(=O)N[C@H](Cc2ccccc2)[C@@H]3[C@@H]1C (some centres undefined) returned FBPA coupling cs 1.6 and Menin-MLL TR inh -10.7%[24.8 µM].
Screening CC[C@H]1CN2CC[C@@H]1C[C@H]2[C@@H](O)c1ccnc2ccc(OC)cc12 returned FBPA coupling cs 2.9 and Menin-MLL TR inh -5.4%[24.8 µM].
For COC(=O)CN1CN(c2ccccc2)C2(CCN(Cc3ccc4ccccc4c3)CC2)C1=O the results were FBPA coupling cs 0.9 and Menin-MLL TR inh 4.8%[24.8 µM].
Screening C[C@]12CCC(=O)C=C1CCc1ccc(O)cc12 returned FBPA coupling cs -6.1 and Menin-MLL TR inh -9.6%.
C[C@H]1C(=O)O[C@@H]2CCN3CC=C(COC(=O)[C@@](C)(O)[C@@]1(C)O)[C@H]23 was read as FBPA coupling cs -2.2 and Menin-MLL TR inh -9.3%[24.8 µM].
`C[C@H]1CC[C@@]2(NC1)O[C@@H]1C[C@H]3[C@@H]4CC[C@@H]5C[C@@H](O)CC[C@@]5(C)[C@@H]4CC[C@]3(C)[C@@H]1[C@@H]2C` gave FBPA coupling cs 1.0 and Menin-MLL TR inh -17.4%[24.8 µM].
`CC(=O)Oc1ccc(Cl)c2cccnc12` gave FBPA coupling cs -8.7 and Menin-MLL TR inh -7.6%.
For COc1ccc(C[C@H]2c3cc(OC)c(OC)cc3CCN2C)cc1OC the results were FBPA coupling cs -0.5 and Menin-MLL TR inh -11.3%[24.8 µM].

Taken from the listing, 13 compounds:
`CCCCC[C@@H](/C=C/C=C\CCCCCCCCCC(=O)O)OO` gave FBPA coupling cs 2.9 and Menin-MLL TR inh -14.3%.
`COC(=O)C1C(c2ccccc2)C2C(=O)c3c(OC)cc(OC)cc3O[C@@]12c1ccc(OC)cc1` (some centres undefined) gave FBPA coupling cs 0.1 and Menin-MLL TR inh 3.1%[11.7 µM].
Screening CCOP(=S)(OCC)SCSc1ccc(Cl)cc1 returned FBPA coupling cs -7.1 and Menin-MLL TR inh 39.2%[activator].
Screening CC(C)(C)OC(=O)N1CC[C@H]1COc1cnc[c]([Sn]([CH3])([CH3])[CH3])c1 returned FBPA coupling cs 1.8 and Menin-MLL TR inh -12.8%[11.7 µM].
C[C@H]1CC[C@@]2(NC1)O[C@@H]1C[C@H]3[C@@H]4CC=C5C[C@@H](O)CC[C@]5(C)[C@@H]4CC[C@]3(C)[C@@H]1[C@@H]2C was read as FBPA coupling cs 2.1 and Menin-MLL TR inh 0.3%[24.8 µM].
Screening C=C1[C@@H](O)C2C=CC[C@H](C)C(=O)[C@@](C)(O)C=C[C@@H](OC(C)=O)[C@@]23C(=O)N[C@H](Cc2ccccc2)[C@@H]3[C@@H]1C (some centres undefined) returned FBPA coupling cs 1.6 and Menin-MLL TR inh -10.7%[24.8 µM].
Screening CC[C@H]1CN2CC[C@@H]1C[C@H]2[C@@H](O)c1ccnc2ccc(OC)cc12 returned FBPA coupling cs 2.9 and Menin-MLL TR inh -5.4%[24.8 µM].
For COC(=O)CN1CN(c2ccccc2)C2(CCN(Cc3ccc4ccccc4c3)CC2)C1=O the results were FBPA coupling cs 0.9 and Menin-MLL TR inh 4.8%[24.8 µM].
Screening C[C@]12CCC(=O)C=C1CCc1ccc(O)cc12 returned FBPA coupling cs -6.1 and Menin-MLL TR inh -9.6%.
C[C@H]1C(=O)O[C@@H]2CCN3CC=C(COC(=O)[C@@](C)(O)[C@@]1(C)O)[C@H]23 was read as FBPA coupling cs -2.2 and Menin-MLL TR inh -9.3%[24.8 µM].
`C[C@H]1CC[C@@]2(NC1)O[C@@H]1C[C@H]3[C@@H]4CC[C@@H]5C[C@@H](O)CC[C@@]5(C)[C@@H]4CC[C@]3(C)[C@@H]1[C@@H]2C` gave FBPA coupling cs 1.0 and Menin-MLL TR inh -17.4%[24.8 µM].
`CC(=O)Oc1ccc(Cl)c2cccnc12` gave FBPA coupling cs -8.7 and Menin-MLL TR inh -7.6%.
For COc1ccc(C[C@H]2c3cc(OC)c(OC)cc3CCN2C)cc1OC the results were FBPA coupling cs -0.5 and Menin-MLL TR inh -11.3%[24.8 µM].

(further entries)
`O=C(O)COc1nc(Cl)c(Cl)cc1Cl` gave FBPA coupling cs -3.1 and Menin-MLL TR inh 20.0%.
C/C1=C/C(=O)O[C@@H]2C[C@@H](CC[C@H](C)/C=C\CC1)O[C@@](O)(C1CSC(=O)N1)C2 (some centres undefined) was read as FBPA coupling cs -0.7&-0.9 and Menin-MLL TR inh 0.7%&-9.5%.
CCCCC/C=C\C/C=C\C/C=C\CCCCC(=O)NCCc1ccc(O)c(O)c1 was read as FBPA coupling cs 2.7 and Menin-MLL TR inh 0.0%.
`CC1(C)C(C=C(Cl)Cl)C1C(=O)OC(C#N)c1cccc(Oc2ccccc2)c1` (centres undefined) gave FBPA coupling cs 0.3 and Menin-MLL TR inh -26.4%.
CCCCC/C=C\C/C=C\C/C=C\C/C=C\CCCC(=O)N(Cc1ccc(O)c(Cl)c1)Cc1ccc(O)c(Cl)c1 was read as FBPA coupling cs 3.5 and Menin-MLL TR inh -2.9%.
`CC(N)[C@H](O)c1ccccc1` (some centres undefined) gave FBPA coupling cs 2.2 and Menin-MLL TR inh -1.0%.
For CN1C(=O)COc2c(C(=O)N[C@@H]3CN4CCC3CC4)cc(Cl)cc21 the results were FBPA coupling cs -2.5 and Menin-MLL TR inh 0.8%[24.8 µM].
NCC(N)C(=O)c1ccccc1 (centres undefined) was read as FBPA coupling cs 0.8 and Menin-MLL TR inh -1.0%.
Screening O=C(O)[C@@H]1CSC(c2cccnc2)N1 (some centres undefined) returned FBPA coupling cs -0.7 and Menin-MLL TR inh -2.6%.
CC(=O)CC(c1ccccc1)c1c(O)c2ccc(O)cc2oc1=O (centres undefined) was read as FBPA coupling cs 8.0 and Menin-MLL TR inh -15.4%.
`COc1cc2c(cc1O)[C@H]1Cc3ccc(OC)c(O)c3CN1CC2` gave FBPA coupling cs -37.6* and Menin-MLL TR inh -0.3%[24.8 µM].
For O=C1/C(=C\c2ccccc2)C[C@@]2(O)[C@H]3Cc4ccc(O)c5c4[C@@]2(CCN3CC2CC2)[C@@H]1O5 the results were FBPA coupling cs -0.3 and Menin-MLL TR inh -10.0%[24.8 µM].
For O=C(Oc1ccccc1)N1CCC2(CCCN(Cc3ccccc3)C2)CC1 the results were FBPA coupling cs 3.8 and Menin-MLL TR inh -2.6%.
Screening Nc1ccc(-c2ccc(N)c(N)c2)cc1N returned FBPA coupling cs 3.8 and Menin-MLL TR inh inconclusive.
For C[C@]12CCC3C(CC[C@]4(O)C[C@@H](O)CC[C@]34C=O)[C@@]1(O)CC[C@@H]2C1=CC(=O)OC1 (some centres undefined) the results were FBPA coupling cs 0.7 and Menin-MLL TR inh 8.9%[24.8 µM].
`c1ccc(-c2cc3c(nc2-c2ccccc2)CCNC3)cc1` gave FBPA coupling cs 2.4 and Menin-MLL TR inh -23.0%[11.7 µM].
For COc1cc2c(c3oc4cccc(O)c4c(=O)c13)C1C=CO[C@@H]1O2 (some centres undefined) the results were FBPA coupling cs 0.9 and Menin-MLL TR inh -27.4%.
c1cnc(N2CC3(CCNCC3)C2)nc1 was read as FBPA coupling cs 3.3 and Menin-MLL TR inh 11.9%.
`NC1=N[C@H](O)[C@H]2C3O[C@]4(O)O[C@H](C(O)[C@@]2(N1)[C@@H]4O)C3(O)CO` (some centres undefined) gave FBPA coupling cs -2.2 and Menin-MLL TR inh -8.1%.
`COc1ccc(C[C@H]2NC[C@H](O)[C@@H]2OC(C)=O)cc1` gave FBPA coupling cs 3.3 and Menin-MLL TR inh inconclusive.
Screening C[C@@H]1O[C@@H](O[C@H]2CC[C@@H](O[C@H]3[C@H](O)C[C@H](c4ccc5c(c4O)C(=O)C4=C(C5=O)[C@@]5(O)C(=O)C[C@](C)(O[C@H]6CC[C@H](O[C@H]7C=CC(=O)[C@H](C)O7)[C@H](C)O6)C[C@@]5(O)C=C4)O[C@@H]3C)O[C@H]2C)C=CC1=O returned FBPA coupling cs -73.6* and Menin-MLL TR inh inconclusive.
`CC(C)[C@H](NC(=O)[C@H](CCC(=O)O)NC(=O)[C@H](Cc1ccccc1)NC(=O)[C@@H](C)NC(=O)[C@@H](N)Cc1ccc(O)cc1)C(=O)N[C@H](C(=O)NCC(N)=O)C(C)C` gave FBPA coupling cs 0.3 and Menin-MLL TR inh 15.9%.
For C=C1C2CC[C@@]3(C)C(c4ccoc4)OC(=O)C[C@@]13OC1CC(=O)C(C)(C)C(C(OC(C)=O)C(=O)OC)[C@@]12C (some centres undefined) the results were FBPA coupling cs 0.5 and Menin-MLL TR inh -3.1%.

Not all compounds are listed; rates above refer to the full screens.
